POLI inh: inhibitors of human DNA polymerase iota; Q9UNA4; Pol iota fluorescent replication assay, 10 min; Potency, µM (highest dose often 115 µM), for the others: top-dose activity, negative = inhibition, hits mostly inhibitors; 1% of 390,000 active; note: potency is the fitted concentration of half-maximal effect
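Fluorescent replication assay read twice, at 0 min and 10 min after adding 50 nM (final) substrate. Enzyme (10 nM) and compounds were first incubated 15 min at room temperature; enzyme-free buffer wells were negative controls.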
POLK inh: DNA polymerase kappa (human) inhibition | purified Pol kappa, fluorescent DNA synthesis assay, 10 min | Potency, µM (series often up to 107 µM), inactives show top-dose activity, negative = inhibition, most hits filed as inhibitors | 0.53% of 400,000 active; note: potency is the fitted concentration of half-maximal effect; % is set by controls: 0 for no effect and ±100 for the full control effect
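50 nM final substrate added after 15 min RT preincubation of 10 nM Pol kappa with compound; fluorescence read at 0 and 10 min.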
Apoferritin bind: candidate novel general anesthetic via apoferritin binding. P02791. apoferritin/1-aminoanthracene competitive binding, fluorescence. Potency, µM (highest dose often 77.5 µM), inactives show top-dose activity change, negative = displacement, hits mostly inhibitors. 0.074% of 350,000 active; note: potency is the fitted concentration of half-maximal effect; % is set by controls: 0 for no effect and ±100 for the full control effect; nearly all actives have a fitted effect of over 20% in size
Target sequence (P02791 2-175 limits assumed): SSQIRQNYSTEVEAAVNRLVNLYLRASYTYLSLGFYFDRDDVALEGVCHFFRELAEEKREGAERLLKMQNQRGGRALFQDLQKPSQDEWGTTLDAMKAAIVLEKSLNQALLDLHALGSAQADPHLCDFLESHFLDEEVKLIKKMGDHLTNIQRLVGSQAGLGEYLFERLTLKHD
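Horse-spleen apoferritin (10 uM) was mixed with 50% saturated 1-aminoanthracene in PBS, exposed to compounds for 10 min at room temperature, and read for fluorescence (ex 380 nm, em 535 nm). Competitive displacement was fitted with a four-parameter Hill equation.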
ALOX12 inh: inhibitors of human 12S-lipoxygenase ALOX12; P18054; purified 12hLO, xylenol orange hydroperoxide absorbance; Potency, µM (titrated, usually from 108 µM), inactives show top-dose activity change, negative = inhibition, hits mostly inhibitors; 1.1% of 580,000 active; note: potency is the fitted concentration of half-maximal effect; % is set by controls: 0 for no effect and ±100 for the full control effect
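Purified human 12hLO (150 nM final) in 25 mM Hepes, 0.01% Triton X-100, pH 7.0 was preincubated 15 min at room temperature with compound. Then 40 uM arachidonic acid was added, 30 min. Hydroperoxide was read by Fe-XO absorbance ratio 573/405 nm.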
Pol beta inh: DNA polymerase beta (human) inhibition; 1.3% of 340,000 active; Pol beta primer extension/strand displacement, fluorescence kinetic; Potency, µM (doses to about 114 µM), without a hit: at the top dose activity change, negative = inhibition, most hits filed as inhibitors; P06746; AID 485314; note: potency is the fitted concentration of half-maximal effect; % is set by controls: 0 for no effect and ±100 for the full control effect
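Preincubation: enzyme (10 nM) with compound, 15 min, RT. Reaction: substrate added to 50 nM final. Reads: 0 and 10 min. Analysis: normalized, Hill fit.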
APE1 inh: inhibitors of human APE1 endonuclease; recombinant APE1, TAMRA/BHQ-2 abasic DNA cleavage fluorescence; AID 2517; 0.35% of 350,000 active; Potency, µM (titrated, usually from 65.8 µM), for the others: at the top dose activity change, negative = inhibition, actives largely listed as inhibitors;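 note: potency is the fitted concentration of half-maximal effect; plate controls were vehicle for no effect and reference inhibitor for full effect; nearly all actives have a fitted effect of over 55% in size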
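Kinetic fluorescence read (525 ex/598 em nm, three reads 60 s apart) of AP-site incision; signal = third minus first read. Enzyme 0.75 nM, dual-labelled THF duplex 50 nM, compound preincubation 15 min RT.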
ERG-DNA inh: blocks human ERG Ets domain binding to DNA | P11308 | fluorescence polarization, His-ERG Ets domain / labelled DNA | Potency, µM (doses to about 76.9 µM), for inactives: at the highest dose FP activity, negative = inhibition, actives largely listed as inhibitors | 0.028% of 370,000 active | AID 624246; active = well fitted inhibition curve with a large enough effect in the polarisation, with a control signal flat; inconclusive = small, poorly fitted or top-dose-only effect, or effect the other way, or a change in a side signal; inactive = no such curve, though single readings can be large or run the other way; the % refers to the polarisation;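 note: polarization taken with two DNA probes labelled with fluorescein and Texas red; potency is the fitted concentration of half-maximal effect; % of control where 0% means no effect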
Target sequence (P11308 whole entry, looked up, the tested form may be a part): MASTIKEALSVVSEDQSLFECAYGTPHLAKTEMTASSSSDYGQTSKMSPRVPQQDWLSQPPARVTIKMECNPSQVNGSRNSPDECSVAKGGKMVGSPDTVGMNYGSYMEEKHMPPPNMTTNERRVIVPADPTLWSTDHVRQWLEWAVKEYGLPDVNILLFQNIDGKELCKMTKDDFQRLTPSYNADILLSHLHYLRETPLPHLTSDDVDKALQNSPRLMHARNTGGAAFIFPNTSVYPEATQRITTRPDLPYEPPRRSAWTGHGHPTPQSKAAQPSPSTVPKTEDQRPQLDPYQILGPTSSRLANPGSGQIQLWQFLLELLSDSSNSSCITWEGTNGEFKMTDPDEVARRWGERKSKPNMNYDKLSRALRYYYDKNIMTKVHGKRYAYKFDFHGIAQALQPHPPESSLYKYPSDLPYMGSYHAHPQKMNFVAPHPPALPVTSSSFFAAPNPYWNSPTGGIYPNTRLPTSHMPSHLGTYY
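His-tagged ERG Ets domain (1 uM in the protein solution; 300mM KCl, 50mM Tris-HCl, 1mM EDTA, 1mM DTT, pH 7.5) received compound, then a probe mix of 5 nM fluorescein-DNA and 100nM Texas-615-DNA. Fluorescence polarization was read for both dyes.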
BLM inh: blocks DNA unwinding by human BLM helicase; recombinant BLM DNA unwinding, fluorescence dequenching; Potency, µM (series often up to 56.1 µM), for inactives: top-dose activity change, negative = inhibition, hits mostly inhibitors; 0.2% of 350,000 active; AID 2528; P54132;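 note: potency is the fitted concentration of half-maximal effect; plate controls were vehicle for no effect and no enzyme for full effect; nearly all actives have a fitted effect of over 35% in size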
TRHR agonist: agonists of human TRH receptor; P34981; TRHR cells, calcium flux fluo-8, FDSS agonist mode; activation, % at 2 µM; 0.18% of 360,000 active; AID 493084; in the data active = activation above about 30%; note: 0% is about no effect
Target sequence (P34981 whole entry, looked up): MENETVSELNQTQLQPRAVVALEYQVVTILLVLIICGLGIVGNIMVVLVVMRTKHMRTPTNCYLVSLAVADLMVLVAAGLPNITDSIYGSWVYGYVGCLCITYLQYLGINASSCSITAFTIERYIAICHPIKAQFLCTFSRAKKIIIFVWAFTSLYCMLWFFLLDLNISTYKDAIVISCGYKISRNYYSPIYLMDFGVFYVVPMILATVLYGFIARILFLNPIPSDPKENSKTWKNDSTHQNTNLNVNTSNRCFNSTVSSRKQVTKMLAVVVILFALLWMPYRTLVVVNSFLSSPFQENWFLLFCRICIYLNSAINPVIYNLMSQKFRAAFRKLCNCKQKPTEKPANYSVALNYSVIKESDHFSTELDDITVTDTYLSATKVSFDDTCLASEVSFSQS
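TRHR-expressing cells loaded with fluo-8 calcium dye; 23 nL library compound pin-transferred, kinetic FDSS fluorescence (Ex 480/Em 530) recorded about 180 s for agonist-induced calcium release, before a 10 nM TRH EC20 addition for potentiator mode.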
An asterisk follows results filed as active; ? = inconclusive; nt = no result given; & = joins results of further samples; [ ] = dose if it differs, or a comment. Unless noted, calls come from the whole dose curve; as a rule, active = well fitted curve in the direction sought with a large enough effect; inconclusive = small, poorly fitted or top-dose-only effect, or another doubt; inactive = no such curve, though single readings can be large; an effect the other way counts as inactive or inconclusive.

SMILES	POLI inh	POLK inh	Apoferritin bind	ALOX12 inh	Pol beta inh	APE1 inh	ERG-DNA inh	BLM inh	TRHR agonist
Cc1ccc(NC(=O)Cn2c(=O)c(C(F)(F)F)nc3ccccc32)cc1C	16%	-2%	-10%	-28%	7%	nt	-2%	-7%	0.6
COc1cccc(NCc2nnc3n2CCCCC3)c1	-29%	0%[60.1 µM]	-17%	0%	-10%	nt	-1%	-1%	-0.2
O=C(Nc1cccc(S(=O)(=O)Nc2ccc(Cl)cc2)c1)c1ccc(Cl)nc1	-14%	-13%[60.1 µM]	2%	?	1%[57.1 µM]	-4%	0%	-10%	1.1
Cc1cc2cc(CCNS(=O)(=O)c3ccc(Br)cc3)c(=O)[nH]c2cc1C	-2%	-12%	-11%	?	-1%	nt	0%	2%	-0.4
CCOc1ccc(NC(=O)c2cccnc2C(=O)O)cc1	4%	7%	?	-3%	22%	-4%	3%	2%	0.8
CCOc1ccc(NC(=O)CN2CCN(CC(=O)Nc3ccc(N(CC)CC)cc3)CC2)cc1	28%	-9%[60.1 µM]	0%	-17%	?	nt	-3%	1%	-0.1
CCOc1ccc(-c2c(=O)n(OCC)c3ccccc3[n+]2[O-])cc1	19%	18%	-11%	?	5%	-6%	-3%	-2%	-0.4
CCOc1ccc(NC(=O)CC2C(=O)N(c3ccc(F)cc3)C(=O)N2Cc2ccc(OC)c(OC)c2)cc1 (stereo not drawn)	33%[activator]	-1%	-14%	-16%	35%	nt	-3%	-10%	-0.7
Cc1ccc(Oc2ncccc2/C=N/OCc2ccc(Cl)cc2Cl)cc1	17%	-5%	-13%	-7%	1%	-3%	1%	-2%	0.5
CCNC(=S)Nc1nc2c(cc1C(=O)OCC)CCCC2	154%[activator]	-16%	3%	-23%	28%	1%	9%	-5%	-1.0
COc1ccc(C(=O)Nc2cnn(Cc3ccc(Cl)cc3)c2)cc1OC	18%	-24%	-16%	-17%	0%	-2%	9%	-4%	0.0
O=C(CCc1nc2ccccc2c(=O)[nH]1)NNC(=O)COc1ccc(Br)cc1	0%	-1%	nt	nt	nt	31%	-10%	nt	0.9
O=c1ccnc(Sc2ncccc2[N+](=O)[O-])[nH]1	6%	-6%	5%	?	6%	1%	-2%	3%	0.1
C=CCn1c(COC)nnc1SCC(=O)c1ccc(F)cc1	23%	-11%	2%	?	-4%	5%	2%	4%	-0.3
Cc1ccc(C(c2nnnn2CCc2ccccc2)N2CCSCC2)cc1 (stereo not drawn)	60%[activator]	-8%	84%[activator]	0%	-8%	-2%	-5%	3%	-0.4
COc1ccc(Br)cc1/C=N/N1CCN(Cc2ccccc2Cl)CC1	26%	-2%	-7%	0%	0%	45%[activator]	1%	-8%	0.4
Cc1nn(-c2nnc(NC3CCCCC3)nn2)c(C)c1Br	6%	-17%	?	-11%	11%	-2%	14%	-6%	0.1
CCOC(=O)Cc1cnc(NC(=O)CSc2nc3ncnc(N)c3[nH]2)s1	37%[activator]	5%	-1%	-14%	4%	1%	14%	1%	0.4
O=C(CCc1ccccc1)NNC(=O)C1CCCCC1	-11%	-11%	-9%	13%	8%	3%	-8%	-4%	0.4
O=S(=O)(NCc1csc(-c2cccs2)n1)c1ccccc1	38%[activator]	0%	6%	472%[activator]	-26%	-10%	-4%	1%	-0.2

Looked up one by one from the entries so far (2):
SMILES	POLI inh	POLK inh	Apoferritin bind	ALOX12 inh	Pol beta inh	APE1 inh	ERG-DNA inh	BLM inh	TRHR agonist
COc1cccc(NCc2nnc3n2CCCCC3)c1	-29%	0%[60.1 µM]	-17%	0%	-10%	nt	-1%	-1%	-0.2
Cc1nn(-c2nnc(NC3CCCCC3)nn2)c(C)c1Br	6%	-17%	?	-11%	11%	-2%	14%	-6%	0.1

Further compounds
SMILES	POLI inh	POLK inh	Apoferritin bind	ALOX12 inh	Pol beta inh	APE1 inh	ERG-DNA inh	BLM inh	TRHR agonist
COC(=O)c1cc(-c2ccccc2)sc1N	?	4%	5%	?	-1%	24%	4%	-6%	-0.6
O=C(COc1ccccc1[N+](=O)[O-])Nc1cccc(-c2nc3ccccc3s2)c1	17%	-4%	-15%	-9%	-6%	nt	-1%	-9%	-0.1
CC(C)Oc1ccc(-c2cc(=O)[nH]c(=O)[nH]2)cc1	-6%	-1%	-10%	11%	-1%	2%	4%	1%	-0.2
COC1=C(Nc2ccc(OC)cc2)C(=O)C(OC)=C(Nc2ccc(OC)cc2)C1=O	78%[activator]	-11%	nt	3%	nt	nt	10%	nt	nt
CCCCCCCCCOC(=O)C1N2C(=O)[C@@H](NC(=O)COc3ccccc3)[C@H]2SC1(C)C (stereo partly drawn)	51%&1%[activator]	-2%&-12%	nt	-4%	nt	nt	-4%	nt	nt
CCOC(=O)Cc1csc(SCC(=O)Nc2cccc(C#N)c2)n1	2%	6%	-24%	-10%	-6%	-10%	8%	0%	-0.1
COc1ccc(CCNC(=O)c2coc3ccccc3c2=O)cc1OC	43%[activator]	5%	-22%	-28%	-10%	49%	1%	2%	-0.7
CC(=Nc1ccccc1)C1=C(O)CC(C)(C)CC1=O	103%[activator]	-1%	0%	?	96%	-3%	1%	-1%	0.2
Cc1ccc(/C=N/n2c(C)cc(C)c(C#N)c2=O)cc1	-2%	-6%	8%	-25%	38%	18%	1%	4%	0.3
CCS(=O)(=O)N1CCC(C(=O)Oc2ccc(C(=O)OC)cc2)CC1	24%	7%	3%	-4%	43%	0%	1%	0%	0.4
COc1ccc(C(=O)Nc2ncc3c(n2)-c2ccccc2CC3)cc1	-8%	6%	-19%	-4%	20%	9%	-7%	-2%	-0.1
CCOC(=O)C(=O)N1CCC(C(=O)OCC)CC1	4%	-6%	2%	?	1%	3%	-8%	-3%	-0.2
Cc1nc2ccccc2n1C1CCN(CC(=O)Nc2ccccc2Br)CC1	19%	-11%	-7%	0%	15%	1%	18%	-3%	11
COCCC(=O)N1CCC(Oc2ccc(C(=O)N(C)CCCC3CCCC3)cc2)CC1	-18%	-11%	-21%	-3%	4%	-10%	4%	1%	-0.9
O=C1CSC(c2cccc([N+](=O)[O-])c2)N1Cc1ccccc1 (stereo not drawn)	68%[activator]	-2%	-21%	2%	35%[activator]	24%	7%	-5%	-1.5
CC1(C)CC(=O)C/C(=N/NC(=O)COc2ccc(Cl)cc2Cl)C1	-6%[58.9 µM]	-2%	-17%	0%	2%	-5%	0%	-5%	0.7
CC(C)NC(=O)c1ccc(CS(=O)(=O)c2ccc(Br)cc2)o1	2%	11%	0%	33%[activator][57.4 µM]	?	-3%	-2%	0%	-1.3
Cc1nc2cc(OCc3cc(C(=O)NC(C)c4cn(C)nc4C)no3)ccc2s1 (stereo not drawn)	28%	-1%	?	-2%	24%	22%	-5%	0%	0.6
O=C1CC(c2cccc(Cl)c2)c2cc3c(cc2N1)CCC3 (stereo not drawn)	-14%	-2%	-15%	?	-3%	-2%	-5%	-10%	3.9
Cc1ccc(C)c(NC(=O)CCN2CCCC(C)C2)c1 (stereo not drawn)	35%[activator]	4%	-8%	4%	27%	-3%	11%	3%	0.2
COc1ccc(CNC(=O)c2ccc3c(=O)n(-c4ccccc4)c(=O)[nH]c3c2)cc1	101%[activator]	-10%	-7%	nt	35%	25%	1%	-2%	0.1
O=C(NCCC1=CCCCC1)C1CCCN(S(=O)(=O)c2ccc(F)cc2)C1 (stereo not drawn)	5%	-9%	-6%	0%	2%	5%	-10%	1%	-1.6
O=c1[nH][nH]c2ccccc2c1=O	-9%	-31%	4%	?	?	-6%	-14%	-2%	0.7
O=C(NCc1ccc(F)cc1)C(=O)Nc1nc(C23CC4CC(CC(C4)C2)C3)cs1	26%	-19%	5%	3%	-6%	4%	-1%	-5%	0.0
COc1ccc(CSCC(=O)Nc2ccc(S(=O)(=O)N3CCCCCC3)cc2)cc1	0%	-9%	-17%	-14%	1%	-8%	-3%	-5%	0.9
CCN1CCN(c2ncnc3c2sc2nc(N4CCOCC4)c4c(c23)CCC4)CC1	11%	6%	-1%	7%	-13%	-6%	-1%	-1%	0.7
CC(C)c1c(O)nc(SCC(=O)N2CCCCC2)[nH]c1=O	6%	-5%[60.1 µM]	10%	-1%	-17%	37%[activator]	-7%	-4%	-0.1
Cc1ccc(NC(=O)CSc2ccc3nnc(-c4ccccn4)n3n2)cc1	15%	-16%	-4%	-6%	23%	4%	-8%	2%	-0.5
O=C(N/N=C/c1ccc2c(c1)OCO2)c1cccc2ccccc12	-6%	-5%	-7%	-6%	-30%	41%[12.4 µM]	3%	0%	-0.7
CCOc1ccc(N(CC(=O)NCc2ccco2)C(=O)CCC(=O)Nc2ccccn2)cc1	16%	4%	0%	-7%	34%	6%	0%	-2%	-0.3
C(=N\N(Cc1ccccc1)c1ccccc1)/c1cccnc1	2%	-5%	-4%	?	37%[activator]	8%	-3%	-9%	-0.9
COC(=O)c1ccccc1N=Nc1c(N)[nH][nH]c1=O	-4%	-9%	-9%	-6%	2%	-3%	-1%	2%	-0.7
Cc1cc(-c2ccccc2C(=O)NC2CCCCC2)on1	58%[activator]	-8%	3%	138%[activator]	33%[activator]	6%	0%	-3%	0.3
COc1ccc(CC(=O)N(Cc2ccccc2)c2ccc(C)cc2)cc1S(=O)(=O)N1CCOCC1	39%[activator]	-22%	nt	23%	nt	-11%	3%	nt	0.5
CCC(=O)Nc1cccc(NC(=O)c2ccc(Br)cc2)c1	60%[activator]	-9%	-7%	-24%	-1%	-7%	4%	-2%	-0.4
CCC(CC)C(=O)c1c[nH]c(C(=O)NCc2ccccc2OC)c1	-18%	-5%[60.1 µM]	-9%	201%[activator]	22%	7%	5%	-6%	-0.5
CCCCCc1nnc(NC(=O)c2cccc(S(=O)(=O)N3CCOCC3)c2)s1	-11%	-7%	nt	-2%	nt	-12%	nt	nt	-0.1

Compound activity from PubChem BioAssay.

These rows are one share of the data; the hit share may differ from the screen's.
